GBA enhancer – enhancers of human beta-glucosidase activity in Gaucher fibroblasts; AID 784; activation, % at 10 µM; L444P Gaucher fibroblasts, 4-MU-glucoside fluorescence, 3 days; 30,000 compounds, 0.44% hits; P04062; in the data active means activation above about 65%;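 further: 0% = vehicle wells and 100% = positive control wells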
Target sequence (P04062 whole entry L483P): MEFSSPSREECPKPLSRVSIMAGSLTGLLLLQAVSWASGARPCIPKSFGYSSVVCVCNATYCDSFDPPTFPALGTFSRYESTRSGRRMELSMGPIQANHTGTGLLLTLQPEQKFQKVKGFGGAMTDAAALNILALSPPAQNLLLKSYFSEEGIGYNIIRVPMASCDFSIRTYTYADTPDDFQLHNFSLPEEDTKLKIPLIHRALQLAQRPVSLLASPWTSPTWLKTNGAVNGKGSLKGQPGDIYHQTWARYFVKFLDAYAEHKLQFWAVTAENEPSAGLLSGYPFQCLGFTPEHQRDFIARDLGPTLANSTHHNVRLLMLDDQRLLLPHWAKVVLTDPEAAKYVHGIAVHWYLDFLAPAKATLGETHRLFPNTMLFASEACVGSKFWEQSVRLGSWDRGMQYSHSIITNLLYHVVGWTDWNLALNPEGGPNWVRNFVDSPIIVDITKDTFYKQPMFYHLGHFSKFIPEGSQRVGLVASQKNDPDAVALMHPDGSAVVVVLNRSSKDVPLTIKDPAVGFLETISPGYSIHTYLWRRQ
An asterisk follows results filed as active.

smiles,GBA enhancer
O=C(Nc1ccc2c(c1)OCCO2)C1CCN(C(=O)c2ccc(F)cc2)CC1,-7
CCOC(=O)c1cnc2c(C#N)c(C)nn2c1C,4
Nc1nc(SCC(=O)NCc2ccco2)[nH]c(=O)c1-c1ccccc1,-4
Fc1ccc(-c2nnc(CN3CCC(c4nc5ccccc5s4)CC3)o2)cc1,-13
O=C(Nc1ccc(S(=O)(=O)N2CCOCC2)cc1)c1cccs1,40
Clc1ccc(OCCn2ccnc2)c2ccccc12,-8
O=C1CC2CS(=O)(=O)CC2N1c1ccc(Cl)cc1Cl (stereo unspecified),-8
COC(=O)C1C(=O)c2c(n[nH]c2C)CC1(C)C (stereo unspecified),-8
Cn1c(=O)c2ncn(CC(=O)Nc3ccc4oc(-c5cccc6ccccc56)nc4c3)c2n(C)c1=O,-21
COC(=O)[C@@H](N)Cc1ccc(O)cc1,-18
CCN(CC)c1ccc(NC(=O)CN2CCN(CC(=O)Nc3ccccc3F)CC2)cc1,20
CCOc1ccc(-c2nc(CSCC(=O)NCc3ccco3)c(C)o2)cc1,-34
CCOC(=O)Cc1csc(NC(=O)C2C3C=CC(C3)C2C(=O)O)n1 (stereo unspecified),-19
Cc1ccc(C2CC(C(F)(F)F)n3nc(C(=O)NCCN4CCOCC4)cc3N2)cc1 (stereo unspecified),-7
COc1cccc(-n2ccnc2SCC(=O)N2CCc3ccccc32)c1,2
O=C(OCC(=O)N1CCN(C(=O)c2ccco2)CC1)c1ccc(S(=O)(=O)N2CCCCC2)cc1,-2
O=C(Nc1ccccc1N1CCCC1)c1ccc2c(c1)OCO2,7
O=C(CSCCc1ccccn1)Nc1cccnc1,18
COc1ccc2cc(CCNC(=O)C3CC3)c(=O)[nH]c2c1,-29
O=C(Nc1ccc(Cl)c(Cl)c1)N(Cc1cccnc1)Cc1ccco1,-9
COc1ccc2c(c1)c(=O)oc1c(C)c3occ(C)c3cc12,-23
CC(C)(C)n1nnnc1C(c1cc2cc3c(cc2[nH]c1=O)OCCO3)N1CCSCC1 (stereo unspecified),-19
COC(=O)Nc1cc(C)nc2ccccc12,-4
Cn1c(SCC(=O)c2cccs2)nnc1-c1ccco1,-23
Cc1cc2c(c(=O)n1Cc1ccco1)C(c1cccnc1)C(C#N)=C(N)O2 (stereo unspecified),3

Continued:
smiles,GBA enhancer
CCC(OC(=O)c1ccco1)C(=O)NCc1ccco1 (stereo unspecified),20
CSc1ccccc1NC(=O)CN(c1cccc(C)c1)S(C)(=O)=O,48
CCOCCCNCc1ccc(OC)c(OC)c1,1
CCCCN1C(=O)C2C(C(=O)Nc3cccc(OC)c3)C3C=CC2(O3)C1C(=O)NC1CCCCC1C (stereo unspecified),-3
O=C(CCNS(=O)(=O)c1ccc(Br)s1)N1CCN(c2ccccc2)CC1,-16
Cc1occc1C(=O)n1cnc2ccccc21,-4
O=S1(=O)CCN2C(c3ccco3)=CSC2=N1,-42
Cc1c(-c2ccco2)[n+](=O)c2c(n1[O-])CCCCC2,-22
CCOC(=O)C1CCN(C(c2cccnc2)c2c(NC(=O)c3ccco3)sc(C)c2C)CC1 (stereo unspecified),12
CCOC(=O)NC(=O)COC(=O)Cc1cc(OC)c(OC)c(OC)c1,-9
CCCCS(=O)(=O)Nc1ccc(C(=O)NCC2CCCO2)cc1 (stereo unspecified),-10
O=C1Nc2c(c(=O)[nH]c(=O)n2-c2ccccc2)C1(Nc1ncccn1)C(F)(F)F (stereo unspecified),-9
CCOC(=O)N1CCC(NC(=O)CSc2cc(=O)n(C)c3ccc(Cl)cc23)CC1,-48
Cc1cc(N2CCN(C(=O)c3ccco3)CC2)nc(-c2ccccc2)n1,-4
Cc1cc(S(=O)(=O)NCc2cccnc2)ccc1-n1cnnn1,4
C=CCOC(=O)C1C(=O)CC(C)(O)C(C(=O)OCC=C)C1c1ccc(OC)cc1 (stereo unspecified),-15
COc1cccc(-c2nnn(CC(=O)NC3CCCC3)n2)c1OC,25
O=C(Nc1ccc(S(=O)(=O)N2CCOCC2)cc1)c1ccc(Br)o1,11
CCCOc1ccccc1NC(=O)CC1Nc2ccccc2NC1=O (stereo unspecified),22
CCC(=O)N1CCCc2cc(S(=O)(=O)N3CCCc4ccccc43)ccc21,-31
COc1cc(-c2nc(-c3ccc(-c4ccccc4)nc3OC)no2)cc(OC)c1OC,-33
c1ccc(-c2noc(-c3ccc4c(c3)OCO4)n2)nc1,-14
CC(C)C(NC(=O)C1CCCCC1)C(=O)Nc1ccncc1 (stereo unspecified),18
O=C(CCCN1C(=O)C2C3C=CC(C3)C2C1=O)N1CCN(c2ccccc2)CC1 (stereo unspecified),-21
CC1=C(C(=O)Nc2ccccc2)C(c2ccncc2)n2nnnc2N1 (stereo unspecified),-6

3 compounds from above, ordered by SMILES length, low to high.
smiles,GBA enhancer
CCCCS(=O)(=O)Nc1ccc(C(=O)NCC2CCCO2)cc1 (stereo unspecified),-10
CCOC(=O)NC(=O)COC(=O)Cc1cc(OC)c(OC)c(OC)c1,-9
CCOC(=O)N1CCC(NC(=O)CSc2cc(=O)n(C)c3ccc(Cl)cc23)CC1,-48

The listing continues.
smiles,GBA enhancer
Cn1c(SCCS(=O)(=O)c2ccc(Cl)cc2)nnc1-c1ccccc1,-6
CCCCOc1ccc(-c2nnn(CC(=O)Nc3ncc(CC(=O)OCC)s3)n2)cc1,-1
Cc1ccc(OC(=O)c2ccc(C)c(C)c2)cn1,-24
Nc1nnc(SCC(=O)NC2CCCCC2)n1-c1ccccc1,3
Cc1ccc(-c2nc(COC(=O)c3c(C)noc3C)cs2)cc1,4
Cc1oc2nc(SCC(=O)N3CCCCC3)nc(N)c2c1C,15
CC(=O)Cc1nsc(NC(=O)c2ccc(-c3cccc(C(F)(F)F)c3)o2)n1,10
CCOc1ccc(S(=O)(=O)n2cnc3cc(C)c(C)cc32)cc1,0
Cc1cc(C)c2c(-n3cccc3)c(C(=O)O)sc2n1,-6
Cc1cc(C(F)(F)F)c2c(C)nn(CCc3nn[nH]n3)c2n1,0
O=C1CC(N2CCC(O)(c3ccc(Cl)cc3)CC2)C(=O)N1Cc1ccc(N2CCCC2=O)cc1 (stereo unspecified),-1
O=C(CCn1nnc2ccccc21)Nc1nnc(-c2ccccc2F)s1,4
CC1(C)CC(=O)C(C=NCCN2CCN(CCCCS(=O)(=O)O)CC2)=C(O)C1,-25
Cc1cc(NC(=O)c2cc(C(C)C)on2)no1,-3
O=C(Nc1ccc2nc(-c3ccco3)[nH]c2c1)c1cccs1,-14
O=C(Nc1ncccn1)C1CCCN1S(=O)(=O)c1ccc(Cl)c(Cl)c1 (stereo unspecified),-26
c1ccc(Oc2nc(NCc3ccco3)nc(NCc3ccco3)n2)cc1,-5
Cc1nc(NCc2ccc3c(c2)OCO3)c2nnn(Cc3ccccc3)c2n1,-71
FC(F)(F)c1cc(-c2ccccc2)nc(N2CCCCC2)n1,-25
CCCC(=O)Nc1nn(C)c2nc3c(C)cccc3cc12,-6
Cc1ccc(SCc2cc(=O)[nH]c(N3CCCCC3)n2)cc1,-12
O=C(CCCN1CC=C(n2c(=O)[nH]c3ccccc32)CC1)c1ccc(F)cc1,-22
O=C(NC(Cc1c[nH]c2ccccc12)C(=O)O)c1ccccc1 (stereo unspecified),-2
COc1ccc2[nH]cc(C(=O)CN3CCCCC3)c2c1,-8
CCOC(=O)CCN(Cc1cccs1)S(=O)(=O)c1ccc(Cl)cc1,18

Some of the entries so far, with each value named:
CC(=O)Cc1nsc(NC(=O)c2ccc(-c3cccc(C(F)(F)F)c3)o2)n1
  GBA enhancer = 10

O=C(NC(Cc1c[nH]c2ccccc12)C(=O)O)c1ccccc1 (stereo unspecified)
  GBA enhancer = -2

CCOC(=O)CCN(Cc1cccs1)S(=O)(=O)c1ccc(Cl)cc1
  GBA enhancer = 18

O=C(Nc1ccc2nc(-c3ccco3)[nH]c2c1)c1cccs1
  GBA enhancer = -14

The results go on.
smiles,GBA enhancer
Cc1ccc2cc3cc(C(=O)N4CC(C)CC(C)C4)oc3nc2c1 (stereo unspecified),-17
O=C(NCc1ccco1)C1OCCc2ccccc21 (stereo unspecified),-9
O=C1CCC(=O)N1c1ccc(CSc2nnnn2C2CCCCC2)cc1,-26
COCCNC(=O)Cn1cnc2ccc(S(=O)(=O)N3CCC(C)CC3)cc2c1=O,-15
CC(=O)c1c(C(C)=O)c(C)n(NC(=O)c2cccnc2)c1C,9
O=C(CN1CCN(c2nc(-c3ccc(Cl)cc3)cs2)CC1)NCc1ccco1,9
COc1ccc(NC(=O)C2CC(c3ccc(OC)c(OC)c3)=NO2)cc1OC (stereo unspecified),-8
Cc1cc(N2CCN(c3nc4ccccc4s3)CC2)n2ncnc2n1,-17
COc1ccc(S(=O)(=O)N2CCN(S(=O)(=O)c3ccc4c(c3)OCCO4)CC2)cc1C,-29
O=C(NCCCn1ccnc1)c1cc(-c2cccs2)on1,-15
CN(C)c1ccc(NC(=O)CN2C(=O)CC(c3ccccc3)=Nc3ccccc32)cc1,-102
COC(=O)c1nnn(-c2nonc2N)c1CSCCO,-19
CCOC(=O)CSc1nnc(-c2ccc(S(=O)(=O)N3CCOCC3)cc2)n1-c1ccccc1,-2
CN(CP(=O)(O)CN(C)S(C)(=O)=O)S(C)(=O)=O,-6
OC(COc1ccc(OCc2ccccc2)cc1)CN1CCCCC1 (stereo unspecified),-24
CCOc1ccc(OCCSc2nnnn2C2CCCCC2)cc1,-13
O=C(c1ccc(COc2ccc3c(c2)CCC3)o1)N1CCN(c2ccccc2)CC1,-8
CCOC(=O)c1cc(C)[nH]c(=S)c1C#N,-44
CN(C)c1ccccc1C(=O)c1ccccc1N(C)C,2
CCOC(=O)CSc1nnc2c(n1)C1(C)CCC2C1(C)C (stereo unspecified),-2
O=C(CSc1nnc(-c2ccncc2)n1C1CCCCC1)Nc1cccc(O)c1,9
O=C(c1cc(S(=O)(=O)N2CCOCC2)ccc1F)N1CCCc2ccccc21,4
O=C(CCNC(=O)c1ccc(Br)o1)NC1CCCC1,-1
COc1ccc(N(CC(=O)NCc2ccco2)S(C)(=O)=O)cc1Cl,-5
CCCCCCS(=O)[C@H]1CS(=O)(=O)C[C@@H]1S(=O)CCCCCC (stereo partly specified),-5

More compounds follow.
smiles,GBA enhancer
C=CCNC(NC(=O)c1ccccc1)(C(=O)OCC)C(F)(F)F (stereo unspecified),-9
CCc1nn2c(=O)cc(CSc3nc4sc5c(c4c(=O)n3C)CCCC5)nc2s1,-18
COc1ccc(C(=O)Nc2ccc(S(=O)(=O)Nc3onc(C)c3C)cc2)cc1OC,-9
O=C(NCCCN1CCCCCC1)C1CC(=O)N(CCc2ccccc2)C1 (stereo unspecified),6
COc1cccc(C2=NOC(C(=O)Nc3cccc(C(C)=O)c3)C2)c1OC (stereo unspecified),-15
COCCn1nnnc1SCC(=O)N1CCCCC1,-14
CSc1nsc(SC)c1C(=O)OCC(F)(F)F,-7
COC(=O)c1cc2c(cc1Cl)SC(=NCCCN1CCOCC1)NS2(=O)=O,-3
COc1ccc(-c2oc3ncnc(NCCCN4CCOCC4)c3c2-c2ccc(OC)cc2)cc1,0
O=C(c1ncc[nH]1)c1ccccc1C(=O)N1CCOCC1,-4
CCOC(=O)c1sc(NS(=O)(=O)c2ccc(NC(C)=O)cc2)nc1C,-29
Cc1ccccc1S(=O)(=O)Cc1ccc(C(=O)N2CCN(c3ccc(F)cc3)CC2)o1,-13
C=CCNC(=O)c1c(N)n(-c2cccc(S(N)(=O)=O)c2)c2nc3ccccc3nc12,3
CCc1oc2ccccc2c1C(=O)c1cc(Br)c(O)c(Br)c1,-22
COc1cccc(OCC(O)CN2CCC(C)CC2)c1 (stereo unspecified),59
O=C(NC1CCCC1)c1nc2c(nnn2Cc2cccc(Cl)c2)c(=O)[nH]1,-19
C(=N\c1nc2ccccc2n1CCN1CCCCC1)/c1ccc2c(c1)OCO2,2
O=C(c1ccco1)n1nc(NCc2ccccc2)nc1NCc1ccccc1,-13
CC(=O)NCC(=O)OCC(=O)Nc1ccc(C(C)=O)cc1,-11
O=C(c1ccc2c(c1)OCO2)N1CCCC(c2ccccc2)C1 (stereo unspecified),44
CCOC(=O)N1CCN(C(=O)c2cn(CC)c3ccc(S(=O)(=O)N4CCCC4)cc3c2=O)CC1,-13
O=C(CSc1nnc(-c2ccco2)n1CC1CCCO1)N1CCCCC1 (stereo unspecified),-35
COc1cccc(-c2cc(C(F)(F)F)nc(N3CCN(c4ccccc4)CC3)n2)c1,-41
COc1cc(NC(=O)CN2C(=O)NC(C)(CC(C)C)C2=O)cc(OC)c1 (stereo unspecified),-1
CCCCNC(=O)c1cccc(C(=O)NCCCC)c1,-12
CCOC(=O)N1CCN(C(=O)c2cn(C)c(=O)c3c2c2ccccc2n3C)CC1,-18
Cc1cc(C)c2c(=O)[nH]c(=O)n(Cc3ccccc3)c2n1,-16

Of the compounds above, these have a CF3 group.
smiles,GBA enhancer
Cc1ccc(C2CC(C(F)(F)F)n3nc(C(=O)NCCN4CCOCC4)cc3N2)cc1 (stereo unspecified),-7
O=C1Nc2c(c(=O)[nH]c(=O)n2-c2ccccc2)C1(Nc1ncccn1)C(F)(F)F (stereo unspecified),-9
CC(=O)Cc1nsc(NC(=O)c2ccc(-c3cccc(C(F)(F)F)c3)o2)n1,10
Cc1cc(C(F)(F)F)c2c(C)nn(CCc3nn[nH]n3)c2n1,0
FC(F)(F)c1cc(-c2ccccc2)nc(N2CCCCC2)n1,-25
C=CCNC(NC(=O)c1ccccc1)(C(=O)OCC)C(F)(F)F (stereo unspecified),-9
CSc1nsc(SC)c1C(=O)OCC(F)(F)F,-7
COc1cccc(-c2cc(C(F)(F)F)nc(N3CCN(c4ccccc4)CC3)n2)c1,-41

A portion of the library, so the mix of outcomes need not match the whole.
